Screens deposited in PubChem by National Center for Advancing Translational Sciences (NCATS).
Sm TGR block: qHTS Assay for the Inhibitors of Schistosoma Mansoni Peroxiredoxins. purified TGR, DTNB reduction, TNB absorbance 405 nm. Potency, µM (series often up to 114 µM), for inactives: at the top dose activity change, negative = inhibition, actives largely listed as inhibitors. actives 3% (n = 360,000). AID 485364, 2010; also: potency is read from the fitted curve at half-maximal effect; % is scaled to controls: 0 for no effect and ±100 for the full control effect; nearly all actives have a fitted effect of over 60% in size
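First, TGR (20 nM dispensed) and NADPH were mixed with compound. Second, a 15 min room-temperature incubation followed. Third, further NADPH and then DTNB were added to start the reaction. Finally, TNB absorbance was monitored kinetically.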
Pf growth 96h: Primary qHTS for delayed death inhibitors of the malarial parasite plastid, 96 hour incubation; P. falciparum luciferase reporter growth, 96 h; Potency, µM (top dose mostly 28.7 µM), without a hit: at the top dose activity change, negative = inhibition, hits mostly inhibitors; actives 6.9% (n = 320,000); AID 504834, 2011; also: potency is read from the fitted curve at half-maximal effect; % is scaled to controls: 0 for no effect and ±100 for the full control effect
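Delayed-death screen, second-generation endpoint: infected erythrocytes, 2% hematocrit, 0.05% parasitemia final; 96 hours at 37 C, 5% CO2; luciferase detection reagent; luminescence decrease equals reduced growth.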
Cycloheximide cs: Cycloheximide Counterscreen for Small Molecule Inhibitors of Shiga Toxin. max response, %. AID 2314, 2010. cell reporter, cycloheximide protein synthesis inhibition counterscreen. actives 12% (n = 300,000); in the data active = max response mostly above about 13%, no sharp cut-off; inactive = mostly below about 14%; also: read at 38.3 µM for the half of the compounds with a filed dose; 0% is about no effect
Pf growth 48h: Primary qHTS for delayed death inhibitors of the malarial parasite plastid, 48 hour incubation | P. falciparum luciferase growth in erythrocytes, 48 h | Potency, µM (titrated, usually from 28.7 µM), inactives show at the highest dose activity change, negative = inhibition, actives largely listed as inhibitors | actives 5.9% (n = 310,000) | AID 504832, 2011; also: potency is read from the fitted curve at half-maximal effect; % is scaled to controls: 0 for no effect and ±100 for the full control effect
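Luminescence readout; reporter = integrated firefly luciferase in P. falciparum. RBC culture at 2% hematocrit, 0.1% parasitemia final, 37 C/5% CO2; decreased signal taken as growth inhibition.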
FBPA Giardia inh: qHTS Assay for Inhibitors of Fructose-1,6-bisphosphate Aldolase from Giardia Lamblia | Potency, µM (series often up to 59.6 µM), for the others: at the top dose activity, negative = inhibition, actives largely listed as inhibitors | A8B2U2 | purified Giardia FBPA | actives 0.71% (n = 290,000); also: potency is read from the fitted curve at half-maximal effect; % is scaled to controls: 0 for no effect and ±100 for the full control effect; nearly all actives have a fitted effect of over 55% in size
Target sequence (A8B2U2 whole entry, looked up): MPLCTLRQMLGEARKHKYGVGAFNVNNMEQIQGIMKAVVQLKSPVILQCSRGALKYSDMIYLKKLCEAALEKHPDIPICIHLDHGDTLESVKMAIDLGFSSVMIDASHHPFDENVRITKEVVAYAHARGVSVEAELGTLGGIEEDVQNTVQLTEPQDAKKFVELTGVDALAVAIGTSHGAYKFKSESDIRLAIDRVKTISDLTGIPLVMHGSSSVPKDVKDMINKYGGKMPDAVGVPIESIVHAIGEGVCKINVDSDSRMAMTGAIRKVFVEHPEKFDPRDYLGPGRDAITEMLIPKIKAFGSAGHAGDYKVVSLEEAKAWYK
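40 nM FBPA preincubated 10 min at RT with compound (up to 57.5 uM final), then substrate plus GAPDH/TPI/NAD/arsenate coupling and diaphorase/resazurin added. Fluorescence read after 20 min at RT, 525/598 nm.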
Shiga toxin inh: A qHTS for Small Molecule Inhibitors of Shiga Toxin; Vero cells, Shiga toxin protein synthesis inhibition reporter; inhibition, % at 38.7 µM; actives 9.2% (n = 290,000); in the data active = inhibition mostly above about 28%, no sharp cut-off; inactive = mostly below about 43%; also: 0% is about no effect
* = called active by the depositor; ? = inconclusive; · = no result given; & = joins results of further samples; [ ] = remark or other dose. Unless noted, calls follow the shape of the dose curve; as a rule, active = well fitted curve in the direction sought with a large enough effect; inconclusive = small, poorly fitted or top-dose-only effect, or another doubt; inactive = no such curve, though single readings can be large; an effect the other way counts as inactive or inconclusive.

entry	SMILES	Sm TGR block	Pf growth 96h	Cycloheximide cs	Pf growth 48h	FBPA Giardia inh	Shiga toxin inh
1	CN(C)S(=O)(=O)c1ccc(Cl)c(C(=O)NCCNC(=O)c2cc(S(=O)(=O)N(C)C)ccc2Cl)c1	-4%	-15%	-1	·	12%	13
2	Cc1ccccc1NS(=O)(=O)c1cc(C(=O)N2CCc3ccccc3C2)ccc1C	-21%	?	-3	?	11%	-16
3	CCOC(=O)c1c(NC(=O)Cn2cnc3scc(-c4ccc(C)cc4)c3c2=O)sc(C)c1C	-1%	?	-2	?	1%	-11
4	O=C(OCn1ncc(Cl)c(Cl)c1=O)c1cccc(C(F)(F)F)c1	5.6µM*	?	5	24%	2%	-18
5	CC1(C(=O)OCC(=O)Nc2nnc(-c3ccccc3)o2)CC1(Cl)Cl (stereo unspecified)	-2%	1%	·	?	·	·
6	COc1ccc(-c2nc3n(n2)C(c2ccccc2)C2=C(CCCC2=O)N3)cc1OC (stereo unspecified)	2%	?	2	?	·	-8
7	Cc1onc(-c2ccccc2)c1C(=O)Nc1ccc(-c2nnc3n2CCCCC3)cc1	-13%	?	-2	?	-24%	-9
8	COC(=O)c1sccc1NC(=O)CSc1ccccc1NS(=O)(=O)c1cc(Cl)ccc1Cl	6%	25%	8	-11%	-23%	-4
9	Cc1ccc(S(=O)(=O)N[C@@H](Cc2ccccc2)C(=O)N2CCC(C(=O)N[C@@H](CC(C)C)C(=O)O)CC2)cc1	12%	16%	-5	13%	10%	-8
10	COc1cccc(N/C(SC)=C(/C#N)C(=O)NCc2cccs2)c1	4%	16%	10	9%	0%	0

In another format: entries from further up
8	COC(=O)c1sccc1NC(=O)CSc1ccccc1NS(=O)(=O)c1cc(Cl)ccc1Cl
  Sm TGR block = 6%; Pf growth 96h = 25%; Cycloheximide cs = 8; Pf growth 48h = -11%; FBPA Giardia inh = -23%; Shiga toxin inh = -4
9	Cc1ccc(S(=O)(=O)N[C@@H](Cc2ccccc2)C(=O)N2CCC(C(=O)N[C@@H](CC(C)C)C(=O)O)CC2)cc1
  Sm TGR block = 12%; Pf growth 96h = 16%; Cycloheximide cs = -5; Pf growth 48h = 13%; FBPA Giardia inh = 10%; Shiga toxin inh = -8

An excerpt from above, limited to Sm TGR block, Pf growth 96h and FBPA Giardia inh.
no.	molecule	Sm TGR block	Pf growth 96h	FBPA Giardia inh
9	Cc1ccc(S(=O)(=O)N[C@@H](Cc2ccccc2)C(=O)N2CCC(C(=O)N[C@@H](CC(C)C)C(=O)O)CC2)cc1	12%	16%	10%
10	COc1cccc(N/C(SC)=C(/C#N)C(=O)NCc2cccs2)c1	4%	16%	0%

Additional structures follow.
entry	SMILES	Sm TGR block	Pf growth 96h	Cycloheximide cs	Pf growth 48h	FBPA Giardia inh	Shiga toxin inh
11	COc1ccc(S(=O)(=O)N2CCCCCC2)cc1C(=O)OCC(=O)NC(C)(C)C	-1%	4%	-3	-7%	5%	-2
12	COC(=O)C1=C(N)Oc2cc(C)n(CC3CCCO3)c(=O)c2C1c1ccccc1 (stereo unspecified)	27%	0%	1	6%	2%	-16
13	COc1ccc(S(=O)(=O)N2CCCC2C(=O)NCc2cccs2)cc1 (stereo unspecified)	4%	8%	-2	-9%	-15%	12
14	O=S(=O)(c1ccc(C(F)(F)F)cc1)N1CCCN(c2ccc(C(F)(F)F)cn2)CC1	6%	-24%	1	?	-8%	-4
15	O=C(Nc1ccc(C(F)(F)F)cc1Cl)c1ccc(Cn2cc(Br)cn2)o1	45µM*	?	1	6%	9%	22
16	CCn1cc(SCC(=O)NCC2CCCO2)c2ccccc21 (stereo unspecified)	-10%	21%	6.6*	-1%	6%	3
17	C/C(Cn1nnc2ccccc21)=N/OC(=O)c1c(F)cccc1F	-5%	21%	13	20%	-2%	-1
18	O=C(Nc1ccccc1N1CCCCC1)c1ccco1	2%	17%	-4	-1%	-5%	-13
19	COc1cccc(NC(=O)N2CCCc3ccccc32)c1	·	-11%	47*	33%[activator]	-10%	73*
20	CC(C)(C)NC(=O)C1CC(=O)N(CCc2ccc(F)cc2)C1 (stereo unspecified)	5%	-14%	-1	12%	13%	1
21	C[C@@]12CCC3[C@@](CCC4[C@@]3(C)CCC[C@@]4(C)C(=O)NC3CCCCC3)(CC1=O)C2 (stereo partly specified)	-1%	-25%	·	-2%	·	·
22	COc1ccc(S(=O)(=O)N2CCCC(C(=O)Nc3cccnc3)C2)cc1Cl (stereo unspecified)	-21%	-7%	-2	?	-6%	-3
23	COCC(C)NC(=O)CSc1nc(-c2ccccc2)c(-c2ccccc2)o1 (stereo unspecified)	-2%	?	1	·	6%	-12
24	COc1cc(OC)c(C#N)c(S(=O)(=O)Cc2ccccc2)c1	0%	1%	-5	0%	-5%	-11
25	Cc1ccc(NC(=O)CSCC(=O)Nc2ccccc2C(=O)N2CCCCC2)cc1	11%	9%	·	?	·	·
26	CC(=O)c1ccc(N(CC(=O)NCCc2ccccc2)C(=O)c2csnn2)cc1	-14%	9.3µM*	1	?	-5%	20
27	O=C(CSc1n[nH]c(-c2ccncc2)n1)NCCc1ccccc1	-1%	42%[activator]	-2	?	-29%	-12
28	CCC(CC)c1nnc(NC(=O)c2ccc([N+](=O)[O-])cc2)s1	-2%	28%	7	-1%	-2%	-6
29	Cc1cc(C)c(S(=O)(=O)N2CCOC2CNC(=O)C(=O)NCCc2ccc(S(N)(=O)=O)cc2)c(C)c1 (stereo unspecified)	4%	-13%	0	-10%	-7%	-5
30	NC(=O)c1ccsc1NC(=O)COC(=O)CCOc1ccccc1	-1%	56%[activator]	-1	5%	0%	10
31	CC(=O)Nc1ccc(S(=O)(=O)N2CCCCC2C(=O)O)cc1 (stereo unspecified)	·	?	-3	3%	4%	-3
32	COc1ccccc1OCC(=O)Nc1nonc1NC(=O)COc1ccccc1OC	-9%	?	-1	?	-1%	6
33	Cc1ccc(NC(=O)N2CCCn3c(SCC(=O)c4ccccc4)nnc32)cc1	16%	-28%	-3	?	-4%	-5
34	CCOc1cc(C2NC(=O)c3ccccc3O2)ccc1OC(C)C (stereo unspecified)	-16%	?	-3	6%	-5%	-14
35	CCCOc1ccc(/C=N/NC(=O)C(C)Sc2ccccn2)cc1OCC (stereo unspecified)	-2%	?	-2	5%	0%	2
36	COc1ccccc1N(CC(=O)N/N=C/c1c(O)ccc2ccccc12)S(C)(=O)=O	2%	-105%	-6	0%	-7%	-15
37	CN1CCN(Cc2nnc3n2-c2ccc(Cl)cc2C(c2ccccc2)=NC3)CC1	3%	-21%	-7	-13%	2%	2
38	O=C(CCCCCNS(=O)(=O)c1ccc(Br)cc1)NCCN1CCOCC1	2%	11%	-2	62%[activator]	3%	-7
39	CC(=O)NC(Cc1c[nH]c2ccccc12)C(=O)N/N=C/c1ccccc1 (stereo unspecified)	-7%	?	-7	-8%	-10%	-5
40	COc1ccc(CNC(=O)C2CCN(S(=O)(=O)c3ccc(-c4nn[nH]n4)cc3)CC2)cc1	0%	·	-3	-8%	22%	-20

Next part.
Fields: Sm TGR block | Pf growth 96h | Cycloheximide cs | Pf growth 48h | FBPA Giardia inh | Shiga toxin inh
(41) CCOC(=O)N1CCN(S(=O)(=O)c2ccc(C(=O)N(CCN(CC)CC)c3nc4ccc(C)cc4s3)cc2)CC1
→ -8% | -10% | 23* | -19% | -25% | 19
(42) O=C(c1ccc(N2CCCC2=O)cc1)N1CCOCC1
→ -8% | -4% | -2 | 8% | 1% | -3
(43) O=C(NCCS(=O)(=O)N1CCC2(CC1)OCCO2)c1ccccc1
→ 3% | 1% | · | 1% | · | ·
(44) CS(=O)(=O)NCC(c1cccnc1)N1CCN(c2ccccc2F)CC1 (stereo unspecified)
→ 5% | 24% | 1 | -6% | 6% | -5
(45) Cc1ccc(S(=O)(=O)Nc2cc(S(=O)(=O)N3CCOCC3)ccc2NCC2CCCO2)cc1 (stereo unspecified)
→ -10% | -24% | · | -25% | · | ·
(46) O=C(NS(=O)(=O)Nc1ccccn1)c1c[nH]c2ccccc12
→ -20% | 43%[activator] | 0 | 35%[activator] | -3% | -3
(47) CC(Oc1ccc(C(=O)c2ccccc2)cc1)C(=O)Nc1ccc(S(N)(=O)=O)cc1 (stereo unspecified)
→ -8% | ? | 10 | ? | 3% | -4
(48) CCc1ccc(C2CC(c3ccc(F)cc3)Nc3nc(N)nn32)cc1 (stereo unspecified)
→ 4% | -27% | -2 | 7% | 2% | -8
(49) CC(C)CCNC(=O)CCc1nnc(Cc2c[nH]c3ccccc23)o1
→ 13µM* | ? | 9 | -15% | 2% | 10
(50) Cc1occc1-c1nnc(SCC(=O)NC2CCC(C)CC2)o1 (stereo unspecified)
→ -34% | 4% | · | 15% | · | ·
(51) Cc1ccc(-c2noc(CNC(=O)c3ccoc3C)n2)cc1
→ 3% | 26% | 11 | 33%[activator] | 7% | -9
(52) CCOc1ccc(NC(=O)CC2C(=O)N(c3ccccc3)C(=O)N2Cc2ccccn2)cc1 (stereo unspecified)
→ -14% | 18% | 6 | · | -4% | -7
(53) COc1ccc(N2CC(C(=O)Nc3nc4ccc(F)cc4s3)CC2=O)c(OC)c1 (stereo unspecified)
→ -23% | -4% | 14 | 9% | -2% | -1
(54) CCSc1nc(O)c(C(c2cccc(OC)c2)c2c(O)nc(SCC)[nH]c2=O)c(=O)[nH]1
→ 5µM* | 6% | 4 | 7% | -19% | 19
(55) N#Cc1c(SCC(=O)Nc2ccccc2)nsc1SCC(=O)Nc1ccccc1
→ 2% | 13% | 0 | 30% | 2% | -8
(56) CC(=O)COc1ccc2cc(-c3ccccc3)c(=O)oc2c1
→ 13% | 6% | 42* | 468%[activator] | -8% | 73*
(57) CC(=O)Nc1ccc(C(=O)Cn2c3[n+](c4c(F)c(F)ccc42)CCCCC3)cc1
→ 1% | ? | -2 | ? | 12% | -2
(58) COc1ccc(S(=O)(=O)N2CCCOC2CNC(=O)C(=O)NCCCn2ccnc2)cc1OC (stereo unspecified)
→ -8% | 10% | 0 | -5% | 1% | -5
(59) O=C(O)c1ccc(CSc2nc(-c3ccccc3)cc(C(F)(F)F)n2)cc1
→ -17% | -3% | -6 | 6% | 28% | -8
(60) CC(=O)Nc1ccc(S(=O)(=O)N2CCC(NC(=O)C(Cc3ccc(C)cc3)NC(C)=O)CC2)cc1 (stereo unspecified)
→ -9% | 27% | -4 | -7% | 2% | -7
(61) COc1ccc(CNC(=O)CN2C(=O)COc3ccc(S(=O)(=O)N4CCCCC4)cc32)cc1
→ -5%&0% | 41%[activator] | 10 | 30% | 13% | -4
(62) CCn1c(SCC(=O)Nc2nccs2)nnc1C1CC1
→ -16% | 142%[activator] | 2 | 10% | -29% | 16
(63) O=C(COC(=O)C1CC2CCCC(C1)C2=O)Nc1ccccc1 (stereo unspecified)
→ 0% | -12% | · | -19% | · | ·
(64) COc1ccc(C(=O)N/N=C/c2ccc(OC(=O)c3ccccc3)cc2)cc1
→ 0% | 72%[activator] | -1 | 15% | 5% | 19
(65) COc1ccc(CN(C(=O)c2nsc(Cl)c2Cl)C(C(=O)NC2CCCC2)c2ccc(OC)cc2)cc1 (stereo unspecified)
→ 4% | ? | 6 | ? | 7% | 14
(66) Nc1c2c3c(sc2nc(=O)n1N)CCCC3
→ -4% | 6.6µM* | -3 | 8% | -7% | -6

Outcome played no part in choosing rows; 24% or so of the library scored in one or more.
